# Screens deposited in PubChem by National Center for Advancing Translational Sciences (NCATS).
# NPC1 prom act = activates the NPC1 promoter. Huh7 NPC1 promoter luciferase reporter, 24 h. Potency, µM (highest dose often 9.22 µM), inactives show top-dose activation, actives largely listed as activators. hit rate 2.4% among 320,000. AID 485313;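 further: % of control where 0% means no effect; nearly all actives have a fitted effect of over 60% in size; reporter is driven by a mutant NPC1 promoter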
#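 Luminescence from an NPC1 promoter-driven luciferase reporter in stably transfected Huh7 cells was measured after 24 h compound treatment at 37 °C, followed by 10 min ambient incubation with luciferase detection reagent.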
# BRCA1 expr up = increases BRCA1 expression | MCF7-BRCA1-FFLuc reporter, luminescence, 48 h; response scale: scaled: vehicle 0%, 10 µM genistein 100% | Potency, µM (series often up to 46.1 µM), for the others: at the highest dose activation, actives largely listed as activators | hit rate 1.1% among 380,000 | AID 624202; further: nearly all actives have a fitted effect of over 80% in size; some results filed as inactive show a strong effect at the top dose
#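 Activators of BRCA1 expression were detected as increased firefly luciferase luminescence in engineered MCF7 cells after 48 h compound incubation. Signals were scaled to genistein 10 microM as full activation.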
# Gal4-VP16 FLuc = Gal4-VP16 reporter inhibition counter-screen; Drosophila S2 Gal4-VP16 UAS-luciferase, luminescence, 20 h; Potency, µM (series often up to 53.6 µM), for the others: at the highest dose activity, negative = inhibition, actives largely listed as inhibitors; hit rate 3.5% among 310,000; AID 2546;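 further: Gal4-VP16 expression switched on by copper sulfate through the metallothionein promoter; on the % scale 0 is the no-effect control and ±100 the full control effect; nearly all actives have a fitted effect of over 50% in size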
# Rab9 prom act = Rab9 promoter activation; Huh7 Rab9 promoter-luciferase reporter, luminescence, 24 h; Potency, µM (highest dose often 9.22 µM), without a hit: at the highest dose activation, negative = inhibition, hits mostly activators; hit rate 2.8% among 320,000; further: % of control where 0% means no effect; nearly all actives have a fitted effect of over 60% in size
#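 Steps: seed 1500 Huh7 Rab9-luc cells per well, rest 2 h at 37 °C; add compound in DMSO; incubate 24 h; add luciferase reagent, 10 min ambient; read luminescence.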
# FLuc counter = firefly luciferase modulation, counter-screen for miR-21 project | AID 588342 | purified FLuc, Km substrates, luminescence inhibition | Potency, µM (highest dose often 57.5 µM), inactives show at the highest dose activity change, negative = inhibition, most hits filed as inhibitors | hit rate 6.9% among 360,000 | P08659;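 further: plate controls were vehicle for no effect and reference inhibitor for full effect; nearly all actives have a fitted effect of over 55% in size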
#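 Biochemical qHTS of compounds, final roughly 60 µM downward over six points, against 10 nM purified firefly luciferase using Km concentrations of substrates (10 uM D-luciferin, 10 uM ATP) in Tris acetate pH 7.5 buffer; luminescence output.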
# p53 reactivator = re-activators of mutant p53. Potency, µM (highest dose often 92.2 µM), inactives show at the highest dose activity change, positive = activation, actives largely listed as activators. H1299 p53-A138V BP100-luciferase reporter, luminescence, 24 h. hit rate 0.063% among 320,000; further: % of control where 0% means no effect; nearly all actives have a fitted effect of over 45% in size
#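 p53-null H1299 cells stably carrying temperature-sensitive p53-A138V and a BP100-luciferase reporter were pinned with compounds (4-point, 1:5 series) and held 24 hrs at 37 deg C. Luminescence was read 10 min after detection reagent.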
# uPA surface inh = blocks generation of uPA at the cell surface. hit rate 0.31% among 330,000. Potency, µM (series often up to 38.3 µM), without a hit: at the highest dose activity change, negative = inhibition, usual class: inhibitors. cell surface uPA generation assay, qHTS; active means well fitted inhibition curve with a large enough effect; inconclusive means small, poorly fitted or top-dose-only effect; inactive means no such curve, though single readings can be large or run the other way; tested in mouse RAW 264.7 cells; further: on the % scale 0 is the no-effect control and ±100 the full control effect; nearly all actives have a fitted effect of over 55% in size
# ELG1 genotoxic = genotoxicity induction in ELG1-luciferase HEK293T cells. Potency, µM (series often up to 46 µM), for the others: top-dose activity change, positive = activation, actives largely listed as activators. hit rate 1.3% among 330,000. AID 504466. HEK293T ELG1-luciferase reporter, luminescence, 16 h; further: % of control where 0% means no effect; nearly all actives have a fitted effect of over 60% in size
#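 HEK293T cells expressing luciferase-tagged ELG1 were exposed to compound or DMSO vehicle for 16 hr at 37 °C and 5% CO2. Luciferase activity was then measured with ONE-Glo after 30 min at room temperature.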
# CXXC DNA block = MLL CXXC-DNA interaction inhibition; Potency, µM (top dose mostly 115 µM), inactives show at the highest dose activity change, negative = inhibition, usual class: inhibitors; hit rate 0.037% among 290,000; MLL-CXXC / FITC-HOXA9 DNA fluorescence polarization; active means well fitted inhibition curve with a large enough effect in the polarisation, with a control signal flat, not every such curve was filed as active; inconclusive means small, poorly fitted or top-dose-only effect, or effect the other way, or a change in a side signal; inactive means no such curve, though single readings can be large or run the other way; the % refers to the polarisation
#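 Steps: dispense CXXC domain solution (7 uM) → pin compounds or unlabeled HOX-A9 DNA control → 5 min ambient → add FLSN-HOX-A9 solution (50 nM) → spin → 30 min ambient → fluorescence polarization. Tris pH 7.5/NaCl/DTT/BSA buffer.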
# RORgamma inh = inhibitors of mouse ROR gamma transcriptional activity; Potency, µM (series often up to 53.6 µM), for inactives: top-dose activity change, negative = inhibition, actives largely listed as inhibitors; Drosophila S2 Gal4-RORgamma UAS-luciferase reporter, 20 h; AID 2551; hit rate 5.4% among 310,000; further: on the % scale 0 is the no-effect control and ±100 the full control effect; nearly all actives have a fitted effect of over 60% in size
# Target sequence (P51450 whole entry, looked up, the tested form may be a part): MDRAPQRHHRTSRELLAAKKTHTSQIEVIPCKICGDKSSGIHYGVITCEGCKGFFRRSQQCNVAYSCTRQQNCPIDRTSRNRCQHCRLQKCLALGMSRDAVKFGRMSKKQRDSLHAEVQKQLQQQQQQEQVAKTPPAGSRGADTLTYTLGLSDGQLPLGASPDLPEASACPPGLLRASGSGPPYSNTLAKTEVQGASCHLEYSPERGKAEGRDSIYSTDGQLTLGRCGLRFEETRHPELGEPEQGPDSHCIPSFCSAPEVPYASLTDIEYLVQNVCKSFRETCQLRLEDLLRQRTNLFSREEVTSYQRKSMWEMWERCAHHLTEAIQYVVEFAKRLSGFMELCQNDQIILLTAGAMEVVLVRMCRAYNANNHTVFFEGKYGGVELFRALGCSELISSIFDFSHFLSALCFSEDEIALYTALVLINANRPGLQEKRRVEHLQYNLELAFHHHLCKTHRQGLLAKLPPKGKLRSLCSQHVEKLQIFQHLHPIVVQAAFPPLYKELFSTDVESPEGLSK
#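 Schneider cells (Drosophila), stable Gal4 DBD–ROR gamma + UAS-luc; 1 hr cmpd preincubation; Cu2+ induction 700 uM final; 20 hr ambient; luminescence.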
# MBNL1-CUG inh = MBNL1-poly(CUG) RNA binding inhibition; Potency, µM (series often up to 57.5 µM), for the others: top-dose activity change, negative = inhibition, actives largely listed as inhibitors; AID 2675; hit rate 0.036% among 280,000; TR-FRET MBNL1-His/biotin-(CUG)12 binding, 665/545 ratio; active means well fitted inhibition curve with a large enough effect in the signal ratio, with a control signal flat, not every such curve was filed as active; inconclusive means small, poorly fitted or top-dose-only effect, or effect the other way, or a change in a side signal; inactive means no such curve, though single readings can be large or run the other way; the % refers to the signal ratio; further: on the % scale 0 is the no-effect control and ±100 the full control effect
# Target sequence (Q9NR56 whole entry, looked up): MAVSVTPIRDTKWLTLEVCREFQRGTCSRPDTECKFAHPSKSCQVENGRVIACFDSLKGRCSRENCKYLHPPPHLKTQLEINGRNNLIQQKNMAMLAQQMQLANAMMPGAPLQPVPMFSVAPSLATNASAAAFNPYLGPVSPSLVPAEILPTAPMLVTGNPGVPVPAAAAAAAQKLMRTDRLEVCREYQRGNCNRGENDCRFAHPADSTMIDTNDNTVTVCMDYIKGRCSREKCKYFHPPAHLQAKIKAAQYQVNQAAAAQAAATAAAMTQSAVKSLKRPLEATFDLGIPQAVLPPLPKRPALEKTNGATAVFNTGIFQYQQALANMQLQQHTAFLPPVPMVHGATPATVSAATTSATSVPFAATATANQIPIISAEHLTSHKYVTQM
#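 TR-FRET between His-tagged MBNL1 and biotin-(CUG)12 RNA, detected with Tb anti-His antibody (0.055 ng/ul) and streptavidin-XL665 (5 nM), 60 min at room temperature. Compounds titrated 92 nM to 58 uM; 665/545 nm ratio normalized to buffer and complex controls.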
# * = called active by the depositor; ? = inconclusive; . = no result given. Unless noted, the call rests on the fitted dose curve; in most records, active means well fitted curve in the direction sought with a large enough effect; inconclusive means small, poorly fitted or top-dose-only effect, or another doubt; inactive means no such curve, though single readings can be large; an effect the other way counts as inactive or inconclusive. Potency means the concentration at half of the fitted maximal effect. Not all compounds are listed. The share of hits here may be higher or lower than overall.
SMILES,NPC1 prom act,BRCA1 expr up,Gal4-VP16 FLuc,Rab9 prom act,FLuc counter,p53 reactivator,uPA surface inh,ELG1 genotoxic,CXXC DNA block,RORgamma inh,MBNL1-CUG inh
O=C(CN1CCN(C(=O)c2ccccc2)CC1)Nc1ccc(Cl)cc1F,-1%,-17%,-3%,-4%,0%,-11%,-3%,-1%,2%,-2%,-2%
CN(C)CCCCNCCCNC(=O)/C=N\O,-3%,-3%,-10%,-6%,0%,1%,4%,-3%,-4%,-1%,-4%
CC(=O)NC(CC(=O)Nc1nccs1)c1ccccc1 (stereo not drawn),-9%,-2%,-8%,-6%,-3%,7%,0%,2%,2%,9%,.
COCCCNC(=O)c1ccc(CS(=O)(=O)c2ccc(Br)cc2)o1,-1%,5%,-2%,-1%,0%,4%,11%,1%,-4%,11%,-3%
COc1ccc(C(=O)/C=C2/c3ccccc3CC(C)(C)N2C)cc1OC,-1%,-16%,-7%,-1%,-10%,5%,-8%,-7%,-5%,?,.
Cc1cc(NC(=O)c2ccccc2Cl)c(C(C)C)cc1O,1%,0%,-10%,2%,-11%,-2%,-5%,0%,-4%,25%,-5%
CC1CC(=O)Nc2ccccc2N1C(=O)Nc1ccc(F)cc1 (stereo not drawn),-3%,-8%,-8%,-9%,2%,3%,0%,-4%,15%,-5%,-7%
COc1ccccc1N1CCN(C(=O)/C=C/c2c(Cl)nc3ccccn23)CC1,-11%,-25%,-12%,1%,-3%,-1%,1%,-6%,14%,24%,.
O=C1CCCC(=O)N1c1ccc(F)cc1,2%,2%,-4%,-1%,-2%,1%,5%,0%,3%,2%,-3%
O=C(/C=C/c1ccc2c(c1)OCO2)Nc1nc2ccc(F)cc2s1,1.8µM*,?,-14%,1.4µM*,?,5%,?,?,7%,20%,1%
Cc1ccc2cc(/C=N/NC(=O)CN3CCOCC3)c(Cl)nc2c1,9%,62%,2%,24%,-14%,12%,-1%,5%,11%,2%,?
Cc1c(-c2ccc(Br)cc2)[n+](=O)c2c(n1[O-])CCCCC2,2%,-2%,-4%,0%,-1%,0%,-4%,0%,-3%,7%,9%
O=C(COc1ccc2ccccc2c1)N/N=C/c1ccccn1,-4%,-20%,3%,-6%,?,-3%,0%,0%,8%,?,5%
CC1CCc2sc3ncnc(N4CCOCC4)c3c2C1 (stereo not drawn),1%,-25%,10%,-3%,0%,-6%,-2%,-24%,4%,-19%,2%
CC(C)N(c1nnc(N)s1)C(C)C,0%,-9%,-9%,-2%,-1%,-9%,1%,3%,-1%,-10%,-12%
Cc1ccc(S(=O)(=O)NC(=O)Nc2cc(C)ccc2F)cc1,5%,6%,3%,-1%,4%,2%,.,6%,4%,1%,-9%
Cc1ccccc1NC(=S)N1CCCC(c2nc3ccccc3[nH]2)C1 (stereo not drawn),0%,-11%,-9%,-4%,-4%,-3%,1%,-1%,0%,-7%,0%
CCCCn1c(SCC(=O)Nc2cc(C)on2)nc2ccsc2c1=O,0%,-39%,-8%,-6%,1%,1%,.,1%,-1%,-3%,-4%
COc1cc(OC)cc(C(=O)N/N=C/c2ccc(OC)c(COc3ccc(F)cc3)c2)c1,-24%,-70%,?,-10%,8%,3%,-11%,-4%,14%,4µM*,-5%
O=C(CNC(=O)c1ccccc1F)NCCc1ccc(Cl)cc1,0%,-3%,-7%,3%,-1%,-1%,5%,6%,2%,25%,2%

# One compound at a time (already shown). Order of values: NPC1 prom act	BRCA1 expr up	Gal4-VP16 FLuc	Rab9 prom act	FLuc counter	p53 reactivator	uPA surface inh	ELG1 genotoxic	CXXC DNA block	RORgamma inh	MBNL1-CUG inh
# `CC1CC(=O)Nc2ccccc2N1C(=O)Nc1ccc(F)cc1` (stereo not drawn) reads -3%	-8%	-8%	-9%	2%	3%	0%	-4%	15%	-5%	-7%
# `Cc1cc(NC(=O)c2ccccc2Cl)c(C(C)C)cc1O` reads 1%	0%	-10%	2%	-11%	-2%	-5%	0%	-4%	25%	-5%
# `COc1ccc(C(=O)/C=C2/c3ccccc3CC(C)(C)N2C)cc1OC` reads -1%	-16%	-7%	-1%	-10%	5%	-8%	-7%	-5%	?	.

# Additional records
SMILES,NPC1 prom act,BRCA1 expr up,Gal4-VP16 FLuc,Rab9 prom act,FLuc counter,p53 reactivator,uPA surface inh,ELG1 genotoxic,CXXC DNA block,RORgamma inh,MBNL1-CUG inh
Cc1cc(C)cc(SCc2noc(C(=O)NC(C)C)c2C(=O)O)c1,-1%,0%,?,-4%,2%,0%,-11%,-2%,-15%,?,1%
COc1ccc(S(=O)(=O)NCCS(=O)(=O)N2CCN(c3ccccc3)CC2)cc1,7%,8%,.,0%,0%,0%,-2%,-15%,.,.,.
CC(=O)Nc1ccc(S(=O)(=O)N2CCN=C2SCc2ccccc2C)cc1,-1%,-41%,-10%,0%,-2%,-4%,-4%,-3%,3%,?,0%
CCN1CCN(C(c2cccs2)C(C)NC(=O)C(=O)N2CCCCC2)CC1 (stereo not drawn),-1%,15%,-5%,-4%,1%,2%,-6%,4%,1%,-13%,-7%
CCOc1ccc(-n2c(SCC(=O)NCc3ccco3)nc3c(c2=O)SCC3)cc1,2%,-4%,8%,-6%,0%,-9%,7%,0%,-5%,5%,?
COc1cc(OC)cc(C(=O)NCC(=O)N2CCCCCCC2)c1,1%,-4%,.,1%,2%,1%,-20%,2%,.,.,.
Cc1nc(SCC(=O)c2cccc([N+](=O)[O-])c2)n[nH]1,-1%,2%,?,2%,2%,7%,-6%,0%,-9%,13µM*,?
Cc1onc(-c2ccccc2)c1CNC(=O)Nc1ccc(F)cc1F,1%,-2%,-1%,-1%,-4%,-5%,0%,-7%,-2%,31%,0%
NS(=O)(=O)c1ccc(NC(=O)c2cccc(Cl)c2)cc1,3%,0%,5%,10%,-12%,-1%,-2%,0%,7%,?,-7%
O=C(O)c1cccc(Nc2ncnc3c2cnn3-c2ccccc2)c1,1.3µM*,44%,2%,3.2µM*,2.1µM*,?,-3%,?,-19%,?,-6%
Fc1ccc(OCCCCN2CCOCC2)cc1,7%,-13%,-8%,-3%,-3%,3%,4%,-18%,8%,21%,-9%
O=C(COC(=O)c1ccccc1Nc1ccccc1)c1ccccc1,-2%,69%,0%,4%,13µM*,25%,10%,2%,0%,?,-4%
Cn1c(=O)cc(OCC(=O)Nc2ccccn2)c2ccccc21,-1%,15%,-9%,-2%,1%,2%,4%,3%,-3%,-18%,-9%
O=c1c2ccccc2nc(SCc2ccncc2)n1CC1CCCO1 (stereo not drawn),-3%,-17%,-3%,-6%,2%,-4%,-2%,-3%,-5%,1%,0%
O=C(c1ccc2[nH]c(=O)c(=O)[nH]c2c1)N1CCc2ccccc2C1,0%,12%,-4%,4%,0%,-3%,3%,-2%,-5%,-17%,-10%
Cc1cc(Br)ccc1SCC(=O)OCC(=O)Nc1ccc2[nH]c(=O)[nH]c2c1,-6%,0%,.,-5%,0%,-4%,17%,0%,.,.,.
CCN1CCN(C(=O)c2cccc(OC3CCN(S(C)(=O)=O)CC3)c2)[C@@H](C)C1=O,-2%,-44%,3%,-3%,0%,8%,-2%,2%,3%,-2%,2%
COC(=O)[C@@H](NC(=O)Nc1ccccc1F)C(C)C,-4%,-1%,-4%,-3%,-1%,0%,.,1%,4%,17%,0%
COc1cc2cc(CN(C(=O)NC3CCCCC3)C3CCCC3)c(=O)[nH]c2cc1OC,-3%,16%,0%,-8%,3%,-5%,8%,2%,-7%,15%,-2%
Cn1c(SCc2ccccn2)nnc1-c1ccccc1,9%,71%,-20%,18%,-7%,1%,0%,11%,5%,17%,?

# Of the compounds above, these contain bromine.
SMILES,NPC1 prom act,BRCA1 expr up,Gal4-VP16 FLuc,Rab9 prom act,FLuc counter,p53 reactivator,uPA surface inh,ELG1 genotoxic,CXXC DNA block,RORgamma inh,MBNL1-CUG inh
COCCCNC(=O)c1ccc(CS(=O)(=O)c2ccc(Br)cc2)o1,-1%,5%,-2%,-1%,0%,4%,11%,1%,-4%,11%,-3%
Cc1c(-c2ccc(Br)cc2)[n+](=O)c2c(n1[O-])CCCCC2,2%,-2%,-4%,0%,-1%,0%,-4%,0%,-3%,7%,9%
Cc1cc(Br)ccc1SCC(=O)OCC(=O)Nc1ccc2[nH]c(=O)[nH]c2c1,-6%,0%,.,-5%,0%,-4%,17%,0%,.,.,.
